Compound activity as filed in PubChem.
Apoferritin bind = qHTS Assay for Identification of Novel General Anesthetics. AID 485281, 2010. Potency, µM (top dose mostly 77.5 µM), without a hit: at the top dose activity change, negative = displacement, usual class: inhibitors. actives 0.074% (n = 350,000). apoferritin/1-aminoanthracene competitive binding, fluorescence. Ferritin light chain (Equus caballus), P02791; also: potency is read from the fitted curve at half-maximal effect; % is scaled to controls: 0 for no effect and ±100 for the full control effect; nearly all actives have a fitted effect of over 20% in size
Target sequence (P02791 2-175 limits assumed): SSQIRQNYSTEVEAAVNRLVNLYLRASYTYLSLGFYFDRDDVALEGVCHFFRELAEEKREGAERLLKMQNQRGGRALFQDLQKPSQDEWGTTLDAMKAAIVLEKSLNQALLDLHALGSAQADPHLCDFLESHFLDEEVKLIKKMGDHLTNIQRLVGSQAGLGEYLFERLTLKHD
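Horse-spleen apoferritin (10 uM) in 50% saturated 1-aminoanthracene in PBS was incubated 10 min at room temperature with compound. Fluorescence (ex 380, em 535 nm) was normalized to free and bound 1-AMA, with concentration-response fitted by a four-parameter Hill equation.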
BLM inh = qHTS Assay for Inhibitors of Bloom's syndrome helicase (BLM); RecQ-like DNA helicase BLM (Homo sapiens), P54132; recombinant BLM DNA unwinding, fluorescence dequenching; Potency, µM (series often up to 56.1 µM), for inactives: top-dose activity change, negative = inhibition, actives largely listed as inhibitors; actives 0.2% (n = 350,000);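 also: potency is read from the fitted curve at half-maximal effect; plate controls were vehicle for no effect and no enzyme for full effect; nearly all actives have a fitted effect of over 35% in size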
Pol eta inh = qHTS for Inhibitors of Polymerase Eta | DNA polymerase eta (Homo sapiens), Q9Y253 | recombinant Pol eta, fluorescent DNA replication assay | Potency, µM (titrated, usually from 114 µM), inactives show top-dose activity change, negative = inhibition, usual class: inhibitors | actives 1.2% (n = 390,000) | AID 588591, 2011; also: potency is read from the fitted curve at half-maximal effect; % is scaled to controls: 0 for no effect and ±100 for the full control effect
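Pol eta (10 nM) was preincubated with compounds for 15 min at room temperature, after which fluorescent replication substrate (50 nM final) was added to start the reaction. Fluorescence was read kinetically at 0 and 10 min.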
APEX1 inh = qHTS Assay for Inhibitors of the Human Apurinic/apyrimidinic Endonuclease 1 (APE1); actives 0.35% (n = 350,000); DNA repair nuclease/redox regulator APEX1 (Homo sapiens), P27695; recombinant APE1, TAMRA/BHQ-2 abasic DNA cleavage fluorescence; Potency, µM (highest dose often 65.8 µM), for inactives: at the highest dose activity change, negative = inhibition, hits mostly inhibitors;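 also: potency is read from the fitted curve at half-maximal effect; plate controls were vehicle for no effect and reference inhibitor for full effect; nearly all actives have a fitted effect of over 55% in size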
Target sequence (P27695 whole entry, looked up): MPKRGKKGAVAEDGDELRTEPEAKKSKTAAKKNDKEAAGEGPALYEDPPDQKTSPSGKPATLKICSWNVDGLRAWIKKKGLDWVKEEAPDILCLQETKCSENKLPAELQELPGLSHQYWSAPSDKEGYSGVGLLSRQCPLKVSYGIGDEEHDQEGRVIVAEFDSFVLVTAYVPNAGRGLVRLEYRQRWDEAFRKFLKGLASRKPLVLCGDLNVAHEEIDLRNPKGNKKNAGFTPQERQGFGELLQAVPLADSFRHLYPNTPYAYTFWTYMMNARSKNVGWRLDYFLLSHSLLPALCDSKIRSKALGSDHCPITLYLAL
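Measures dequenching upon AP-site incision of a 5'-TAMRA/3'-BHQ-2 THF-containing duplex, 50 nM; human APE1 0.75 nM after 15 min room-temperature exposure to compound; kinetic three-point read at one-minute spacing.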
Pol iota inh = qHTS for Inhibitors of Polymerase Iota; actives 1% (n = 390,000); Potency, µM (highest dose often 115 µM), without a hit: at the highest dose activity, negative = inhibition, most hits filed as inhibitors; Pol iota fluorescent replication assay, 10 min; DNA polymerase iota (Homo sapiens), Q9UNA4; AID 588590, 2011; also: potency is read from the fitted curve at half-maximal effect
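Fluorescent replication assay read twice, at 0 min and 10 min after adding 50 nM (final) substrate. Enzyme (10 nM) and compounds were first incubated 15 min at room temperature; enzyme-free buffer wells were negative controls.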
RXFP1 antagonist = qHTS Assay for Antagonists of the Relaxin Receptor RXFP1 | HEK293-RXFP1, relaxin-stimulated cAMP HTRF, 30 min; hits give low values | activity change, negative = inhibition, % at 57.5 µM | actives 0.59% (n = 350,000) | Relaxin receptor 1 (Homo sapiens), Q9HBX9 | AID 1259400, 2018;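 active = activity change of -60% or lower, but not beyond a set lower limit; inconclusive = change between -60% and -40%, or beyond the set limit; inactive = change above -40%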; also: % is scaled to controls: 0 for no effect and ±100 for the full control effect
POLK inh = qHTS for Inhibitors of Polymerase Kappa; AID 588579, 2011; actives 0.53% (n = 400,000); Potency, µM (series often up to 107 µM), for the others: at the highest dose activity, negative = inhibition, hits mostly inhibitors; purified Pol kappa, fluorescent DNA synthesis assay, 10 min; also: potency is read from the fitted curve at half-maximal effect; % is scaled to controls: 0 for no effect and ±100 for the full control effect
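Readout: fluorescence, taken kinetically at 0 and 10 min. Conditions: 10 nM Pol kappa, 15 min RT compound preincubation, 50 nM substrate final. Controls: enzyme-free buffer wells.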
PGK inhibitor = qHTS Assay to Find Inhibitors of Phosphoglycerate Kinase; Phosphoglycerate kinase, glycosomal (Trypanosoma brucei brucei), P07378; PGK/GAPDH coupled, Kinase-Glo luminescence, 60 min; Potency, µM (series often up to 57.5 µM), for the others: top-dose activity change, negative = inhibition, hits mostly inhibitors; actives 0.043% (n = 380,000); AID 602233, 2012; also: potency is read from the fitted curve at half-maximal effect; % is scaled to controls: 0 for no effect and ±100 for the full control effect; nearly all actives have a fitted effect of over 60% in size
Target sequence (P07378 whole entry, looked up): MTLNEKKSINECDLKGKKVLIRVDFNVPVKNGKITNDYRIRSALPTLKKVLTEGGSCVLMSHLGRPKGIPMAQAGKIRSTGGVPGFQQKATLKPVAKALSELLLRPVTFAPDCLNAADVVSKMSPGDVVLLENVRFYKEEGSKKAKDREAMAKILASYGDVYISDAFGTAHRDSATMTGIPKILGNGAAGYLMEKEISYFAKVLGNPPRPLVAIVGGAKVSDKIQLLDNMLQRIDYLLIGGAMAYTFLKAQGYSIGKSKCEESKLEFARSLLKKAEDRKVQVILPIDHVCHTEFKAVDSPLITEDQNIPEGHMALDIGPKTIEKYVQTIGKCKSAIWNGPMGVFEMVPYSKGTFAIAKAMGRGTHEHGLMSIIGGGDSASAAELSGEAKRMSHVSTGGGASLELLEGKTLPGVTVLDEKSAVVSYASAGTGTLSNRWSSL
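Luminescent ATP detection (Kinase-Glo Plus) follows a 60-minute room-temperature incubation, with wells lacking PGK as controls. Buffer: 100 mM TEA (pH 7.6), 5 mM MgCl2, 0.01% Tween-20. Coupling enzyme GAPDH (100 nM final) supplies unstable 1,3-BPG in-well.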
Pol beta inh = qHTS Assay for Inhibitors of DNA Polymerase Beta. P06746. Pol beta primer extension/strand displacement, fluorescence kinetic. Potency, µM (series often up to 114 µM), without a hit: top-dose activity change, negative = inhibition, most hits filed as inhibitors. actives 1.3% (n = 340,000). AID 485314, 2010; also: potency is read from the fitted curve at half-maximal effect; % is scaled to controls: 0 for no effect and ±100 for the full control effect
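Preincubation: enzyme (10 nM) with compound, 15 min, RT. Reaction: substrate added to 50 nM final. Reads: 0 and 10 min. Analysis: normalized, Hill fit.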
* = called active by the depositor; i = inactive; u = inconclusive; x = not tested or not shown; & = joins results of further samples; ! = a repeat was not active; [ ] = another dose, or the depositor's remark. Unless noted, calls follow the shape of the dose curve; as a rule, active = well fitted curve in the direction sought with a large enough effect; inconclusive = small, poorly fitted or top-dose-only effect, or another doubt; inactive = no such curve, though single readings can be large; an effect the other way counts as inactive or inconclusive. Not all compounds are listed; count on the stated rates, not on these rows.

The first two entries, ahead of the listing:
Order of results: Apoferritin bind	BLM inh	Pol eta inh	APEX1 inh	Pol iota inh	RXFP1 antagonist	POLK inh	PGK inhibitor	Pol beta inh
(1) Cc1cc(C)cc(NC(=O)/C(C#N)=C/c2cn(CC(=O)NCc3ccco3)c3ccccc23)c1
→ -6%	-5%	-6%	7%	5%	-5	-5%	-2%	-10%
(2) O=C(Nc1cc(N2CCOCC2)ncn1)NC1(C(F)(F)F)Oc2ccc(Cl)cc2O1 (stereo not given)
→ -9%	0%	x	-2%	x	x	x	x	-20%

This part in full (from the top)
Order of results: Apoferritin bind	BLM inh	Pol eta inh	APEX1 inh	Pol iota inh	RXFP1 antagonist	POLK inh	PGK inhibitor	Pol beta inh
(1) Cc1cc(C)cc(NC(=O)/C(C#N)=C/c2cn(CC(=O)NCc3ccco3)c3ccccc23)c1
→ -6%	-5%	-6%	7%	5%	-5	-5%	-2%	-10%
(2) O=C(Nc1cc(N2CCOCC2)ncn1)NC1(C(F)(F)F)Oc2ccc(Cl)cc2O1 (stereo not given)
→ -9%	0%	x	-2%	x	x	x	x	-20%
(3) COC(=O)c1ccccc1NC(=O)CN1C(=O)NC2(CCCCCCC2)C1=O
→ x	x	-15%	6%	-11%	8	6%	-1%	x
(4) Cc1ccccc1NC(=O)COC(=O)c1cccnc1
→ -7%	-5%	-11%	-4%	1%	1	8%	-8%	26%
(5) CC(C)CCN(C(=S)Nc1cccc(C(F)(F)F)c1)C(C)c1ccccn1 (stereo not given)
→ -11%	-8%	u	-2%	32%	-25	-4%	-1%	20%
(6) CCOc1cccc2sc(N(CCN(C)C)C(=O)c3ccc(Br)s3)nc12
→ -7%	-7%	-18%	-5%	67%[activator]	-4	-12%	4%	0%
(7) Cc1ccc(C(C)C)cc1OCC(=O)Nc1ccc(N2CCCCC2)cc1
→ x	x	-12%	-1%	14%	-26	-9%	6%	x
(8) CCOC(=O)c1sc(NC(=O)C(C)Oc2ccc(OC)cc2)c(C(=O)OCC)c1C (stereo not given)
→ -6%	-6%	-11%	x	10%	10	-2%	-2%	0%
(9) CCOC(=O)c1cc2c(=O)n3ccccc3nc2n(Cc2ccco2)c1=NC(=O)c1ccccc1OCC
→ 10%	-2%	-8%	-4%	u	-5	-4%	-1%	1%
(10) CCCSCCCNC(=O)C1CCN(C(=O)c2cc3sccc3n2C)CC1
→ -7%	-8%	-9%	x	20%	-12	-7%	i	8%
(11) CCOc1ccc(OCC(=O)Nc2ccc(OC)cc2[N+](=O)[O-])cc1
→ -7%	-5%	-10%	-12%	13%	-8	1%	-8%	2%
(12) O=C(c1ccc(Br)o1)N1CCC(c2nc3ccccc3[nH]2)CC1
→ x	x	-7%	13%	3%	-4	-6%	-2%	x
(13) CC1(C)S[C@@H]2[C@H](NC(=O)[C@H](N)c3ccccc3)C(=O)N2[C@H]1C(=O)O
→ 7%&-14%&-3%	u	10µM*	10µM*!	28µM*	-12	22µM*!	-10%&-7%	u
(14) COCCn1c(SCC(=O)Nc2cccc(C(=O)OC)c2)nc2ccccc2c1=O
→ -10%	0%	7%	-3%	30%	-2	-12%	5%	-10%
(15) Cc1coc2c1c(C)cc1oc(=O)c(Cc3ccccc3)c(C)c12
→ -6%	-5%	-15%	2%	-6%[58.9 µM]	15	3%	0%	2%
(16) Cc1ccc(-n2nc3c(=O)n(CCCC(=O)NC(C)c4ccccc4)nc(C)c3c2C)cc1 (stereo not given)
→ -21%	-3%	-6%	x	15%	-7	8%	2%	-27%
(17) Cc1cc(C(C)(C)C)ccc1OCC(=O)N/N=C\c1c(C)n(C)n(-c2ccccc2)c1=O
→ 1%	-7%	-16%	-17%	-14%	-9	-5%	-9%	15%
(18) COc1ccc(-c2nc(SC(CC(=O)NCCN3CCOCC3)c3cccs3)n[nH]2)cc1 (stereo not given)
→ -9%	0%	-14%	0%	83%[activator]	-9	3%	2%	-1%
(19) CC(O)c1ccc(-n2cnnn2)cc1 (stereo not given)
→ -7%	1%	-21%	2%	16%	22	-4%	1%	28%
(20) O=c1c2cnn(-c3ccc(F)cc3)c2ncn1Cc1ccccc1Cl
→ -12%	-1%	-17%	x	18%	-5	2%	2%	6%
(21) Cc1ccc(-n2nc(C(=O)N3CCOCC3)cc2-c2ccc(Cl)cc2)cc1
→ -6%	-7%	-17%	-5%	5%	-11	-10%	6%	1%
(22) Cc1oc2ncn(CC(C)C)c(=O)c2c1C(=O)N1CCN(c2ccc(F)cc2)CC1
→ -9%	3%	-16%	x	25%	x	4%	-8%	15%
(23) COc1ccc2nc(NC3=NC(C(=O)Nc4ccc(C)cc4)CC(=O)N3)nc(C)c2c1 (stereo not given)
→ -5%	-3%	x	5%	x	x	x	x	15%
(24) CC(C)c1cc(NCc2ccccn2)n2c(nc3ccccc32)c1C#N
→ -9%	-4%	6%	-1%	95%[activator]	-1	2%	1%	6%
(25) CCOCCCNC(=O)NC12CC3CC(CC(C3)C1)C2
→ -23%	-2%	2%	8%	5%	0	-23%	-9%	6%
(26) CN(C)c1ccnc2sc(C(=O)c3ccccc3)c(N)c12
→ -17%	-2%	-5%	1%	36%[activator]	-8	-6%[60.1 µM]	3%	-12%
(27) c1ccc2nc(-c3ccc(N4CCOCC4)cc3)ccc2c1
→ -2%	-6%	-9%	-2%	4%	-1	-12%	-9%	-13%
(28) Cc1nnc(NC(=O)c2ccc(F)c(S(=O)(=O)N3CCOCC3)c2)s1
→ x	x	-17%	15%	18%	0	-9%	0%	x
(29) CCSC1=C(C#N)C2(CCCCC2)C(C#N)=C(N)N1
→ -23%	-1%	-14%	-4%	5%	-3	-14%	1%	6%
(30) Cc1ccc(-c2nc3cccnc3s2)cc1NC(=O)C(C)C
→ -6%	-5%	4%	x	-12%	-15	-1%	-7%	7%
(31) CCOc1ccc(CCNC(=O)c2c(C)oc3ncn(CC(C)C)c(=O)c23)cc1OCC
→ 3%	2%	-25%	x	28%	x	6%	-4%	-1%
(32) COc1cccc(CNC(=O)c2ccc3c(c2)c(C)c(C)n3Cc2ccccc2)c1
→ 64%[activator]	-10%	-11%	x	8%	-9	18%	11%	18%
(33) CCN(CC)CCNC(=O)C1CCN(c2cc(C)nc3c(-c4ccc(Cl)cc4)c(C)nn23)CC1
→ 48%[activator]	-1%	-5%	x	-7%	x	-10%	7%	0%
(34) Cn1nc([N+](=O)[O-])c2c(-c3nc4ccccc4s3)c(N)n(C3CCCCC3)c2c1=O
→ -8%	-11%	u	4%	0%	-9	-7%	-3%	-12%
(35) CC(C)=C1C2CCC1C1C(=O)N(c3ccc4c(c3)OCO4)C(=O)C21 (stereo not given)
→ -10%	0%	-14%	-3%	17%	-5	-12%	i	2%
(36) Cc1ccc(CNC(=O)CCC2CCCN(Cc3ccc4cccc(F)c4n3)C2)o1 (stereo not given)
→ -13%	4%	-12%	-1%	70%[activator]	0	-7%	-6%	1%
(37) CC(C)c1ccc(NC(=O)CN2C(=O)COc3ccc(S(=O)(=O)N4CCOCC4)cc32)cc1
→ 4%&-2%	-1%&1%	-6%&-22%	4%	29%&11%	-4&-9	11%&3%	0%&-9%	53%&1%
(38) COC(=O)CNC(=O)c1ccc(C)s1
→ -11%	0%	u	9%	-14%	4	-7%	-8%	3%
(39) O=C(COC(=O)c1cc(S(=O)(=O)N2CCOCC2)ccc1F)NC1CC1
→ x	x	-3%	16%	29%	-19	-19%	-2%	x
(40) CC(C)CNC(=S)NNC(=O)CC(C)O (stereo not given)
→ -2%	-6%	-10%	6%	169%[activator]	-2	-12%	-6%	33%
(41) COc1cc(C(=O)N2CCN(C(=O)C(Cc3cc(C)ccc3C)NC(C)=O)CC2)cc(OC)c1OC (stereo not given)
→ -3%	3%	-9%	2%	-3%[58.9 µM]	0	1%	-1%	-29%
(42) CN1CCN(C(=O)CCC(=O)c2ccc(F)cc2)CC1
→ 0%	-7%	0%	2%	3%	-8	-10%	7%	-16%
(43) Cc1ccc(-c2nc3cc(NC(=O)Cc4ccc(Cl)cc4)ccc3o2)cc1
→ -3%	-7%	u	x	5%	x	4%	i	u
(44) O=C(CCc1nc2ccccc2[nH]c1=O)OCC(=O)c1cccc2ccccc12
→ -6%	3%	x	4%	x	x	x	x	3%
(45) Cc1ccc([N+](=O)[O-])cc1-c1ccc(/C=N/NC(=O)CN2CCOCC2)o1
→ -11%	3%	1%	0%	7%	-1	4%	-1%	-6%
(46) COc1cc(OC)cc(C(=O)N2CCN(C3CCC(C)CC3)CC2)c1 (stereo not given)
→ x	x	-12%	x	10%	0	14%	-6%	x
(47) NC(=O)CC(NC(=O)c1ccccc1)c1ccc(NCCN2CCOCC2)c([N+](=O)[O-])c1 (stereo not given)
→ 0%	-3%	-6%	-6%	u	x	2%	-3%	25%
(48) Nc1ncnc2c1ncn2[C@@H]1O[C@H](CNCC#Cc2ccccc2)[C@@H](O)[C@H]1O
→ x	x	-6%	37%	12%	x	14%	-7%	x
(49) CC(C)C[C@@H](CSc1ccc(Br)cc1)N1CCN(CC(C)C)CCC1=O
→ -3%	-7%	-14%	0%	31%[activator]	x	5%	-10%	0%
(50) O=C(c1cc(=O)[nH]c2ccccc12)N1CCc2ccccc2C1
→ -13%	-2%	-14%	-2%	146%[activator]	-8	5%	i	u
(51) CN1CCN(C(CNC(=O)C(=O)NC2CCCC2)c2ccc(F)cc2)CC1 (stereo not given)
→ x	x	-12%	5%	3%	1	-1%	7%	x
(52) COc1nc(N2CCOCC2)nc(-n2cccc2)n1
→ 6%	-1%	-20%	11%	20%	-4	-22%	-5%	17%
